# CCT modulator = changes cytosolic chaperonin activity | 0.3% of 360,000 active | purified chaperonin ATPase assay, HTRF ADP detection, 30 min | activity change, % (test concentration not listed), hits read low; in the data active means activity change below about -30%; further: on the % scale 0 is the no-effect control and ±100 the full control effect
#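 ATPase activity: ADP formed was measured by HTRF Transcreener (665/615 nm ratio) after 30 min at 37 deg C with 10 uM ATP. Compounds screened at one 76 uM concentration against 40 or 20 nM TRiC in Tris pH 7.4/KCl/MgCl2/DTT buffer.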
# Mm-Cpn inhibitor = M. maripaludis TRiC chaperonin inhibition | purified Mm-Cpn ATPase, ADP Transcreener TR-FRET | Potency, µM (highest dose often 76.9 µM), for the others: at the top dose activity, negative = inhibition, usual class: inhibitors | 0.031% of 330,000 active | AID 504842; further: potency means the concentration at half of the fitted maximal effect; on the % scale 0 is the no-effect control and ±100 the full control effect; nearly all actives have a fitted effect of over 80% in size
#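 Reaction buffer contained 30 mM Tris pH 7.4, 100 mM KCl, 5 mM MgCl2 and 1 mM DTT. Mm-CPN (25 nM final) hydrolysed 10 uM ATP over 30 min at 37°C; ADP was read by HTRF.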
# EPAC2 agonist = activates human EPAC2 exchange factor. Potency, µM (doses to about 154 µM), inactives show top-dose activation, hits mostly activators. Q8WZA2. 0.079% of 360,000 active. EPAC2 activation, biochemical qHTS; response scale: 100% = 6.5 mM cAMP response; further: potency means the concentration at half of the fitted maximal effect; nearly all actives have a fitted effect of over 50% in size
#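 Compounds were added across a concentration range to EPAC2 (100 nM), RAP1B-BODIPY-GDP (250 nM) and GDP (50 uM). After 5 min at room temperature, fluorescence was recorded at 5-min intervals for 30 min.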
# PTHR1 agonist = PTHR1 (human) receptor agonism; HEK293 GP2 PTHR1 cells, GloSensor cAMP luminescence, 1 h; Potency, µM (titrated, usually from 115 µM), without a hit: at the top dose activation, actives largely listed as activators; 0.075% of 410,000 active; AID 743266; further: potency means the concentration at half of the fitted maximal effect; nearly all actives have a fitted effect of over 55% in size; some results filed as inactive show a strong effect at the top dose; inactives centre near -15; many of its hits are not listed in these tables
# Target sequence (Q03431 whole entry, looked up): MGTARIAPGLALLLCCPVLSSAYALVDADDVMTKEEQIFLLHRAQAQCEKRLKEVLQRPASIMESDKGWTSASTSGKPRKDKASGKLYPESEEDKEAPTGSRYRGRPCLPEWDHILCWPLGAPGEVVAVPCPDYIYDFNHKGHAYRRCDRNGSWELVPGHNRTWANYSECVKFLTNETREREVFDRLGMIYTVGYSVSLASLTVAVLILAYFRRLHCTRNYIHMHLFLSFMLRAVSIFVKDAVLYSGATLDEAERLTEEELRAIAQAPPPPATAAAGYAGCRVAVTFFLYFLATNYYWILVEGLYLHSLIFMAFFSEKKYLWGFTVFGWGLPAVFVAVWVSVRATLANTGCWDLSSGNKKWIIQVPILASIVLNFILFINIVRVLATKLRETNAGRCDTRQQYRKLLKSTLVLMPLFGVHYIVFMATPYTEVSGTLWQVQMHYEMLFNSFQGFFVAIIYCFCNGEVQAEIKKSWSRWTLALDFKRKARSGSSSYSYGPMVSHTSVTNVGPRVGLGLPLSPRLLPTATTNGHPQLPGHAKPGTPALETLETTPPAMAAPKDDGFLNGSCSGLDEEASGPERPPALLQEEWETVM
#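 HEK-293-derived GP2 cells expressing PTHR1 and a GloSensor cAMP reporter, 3,000/well, plated overnight, given luciferin plus IBMX (each 0.5 mM as added) for 1 h at 37 °C, then compound for 1 h at 37 °C. Luminescence was read after 15 min at room temperature.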
# D3 ag = activates the human D3 dopamine receptor | P35462 | D3R DiscoveRx beta-arrestin cells, luminescence, 90 min | max activation, % | 0.58% of 410,000 active | AID 652048; in the data active means max activation above about 30%; further: 0% is about no effect; mostly tested at two doses, the higher about 12 µM
# Target sequence (P35462 whole entry, looked up): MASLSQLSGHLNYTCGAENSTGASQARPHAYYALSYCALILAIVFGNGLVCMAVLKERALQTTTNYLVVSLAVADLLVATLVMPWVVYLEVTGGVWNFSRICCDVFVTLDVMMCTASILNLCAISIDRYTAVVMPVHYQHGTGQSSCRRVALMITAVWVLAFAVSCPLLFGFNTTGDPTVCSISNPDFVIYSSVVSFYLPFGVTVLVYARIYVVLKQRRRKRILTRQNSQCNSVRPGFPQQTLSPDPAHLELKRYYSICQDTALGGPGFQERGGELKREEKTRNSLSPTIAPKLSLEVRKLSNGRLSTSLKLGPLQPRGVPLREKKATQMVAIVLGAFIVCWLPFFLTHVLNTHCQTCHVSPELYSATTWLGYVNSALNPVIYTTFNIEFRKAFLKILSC
#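 Agonist mode: compounds and dopamine controls were applied to plated cells for 90 min at 37 degrees C after an overnight attachment at 1500 cells/well. Luminescent read-out followed 30 - 60 minutes at room temperature with DiscoveRx detection reagent.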
# Akt phos inh = Akt phosphorylation inhibition; Neuro2A IGF-stimulated pAkt S473 HTRF, 20 min; active compounds read low; activity change, % for hits at 50 µM; 0.32% of 360,000 active; in the data active means activity change below about -80%; inconclusive means mostly about -51% to -80%; further: on the % scale 0 is the no-effect control and ±100 the full control effect
#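 Neuro2A cells (4,500/well, DMEM with 0.5% FBS) were treated with compound at a single 50 µM final concentration, stimulated with 6 nM IGF for 20 min at 37 °C, and lysed. Phospho-Akt Ser473 was read by HTRF as 665/615 ratio ×10^4.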
# D3 antag = D3 dopamine receptor (human) antagonism; P35462; max response, negative = inhibition, %; D3R cells, DiscoveRx beta-arrestin luminescence, antagonist mode; active compounds read low; AID 652054; 2.5% of 360,000 active; in the data active means max response below about -50%; inconclusive means no clear call, values can overlap the other calls; further: on the % scale 0 is the no-effect control and ±100 the full control effect; mostly tested at two doses, the higher about 12 µM
#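 Cells plated overnight at 1500 cells/well, then exposed to library compounds with dopamine controls for 90 minutes at 37 degrees C. DiscoveRx reagent added for 30–60 minutes at room temperature; luminescence read, quantitative HTS format.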
# EPAC2 antag = antagonists of human EPAC2; Potency, µM (series often up to 114 µM), for the others: at the highest dose activity, negative = inhibition, usual class: inhibitors; EPAC2 GEF exchange of Rap1B-BODIPY-GDP, fluorescence; AID 720708; 0.18% of 360,000 active; Q8WZA2; further: potency means the concentration at half of the fitted maximal effect; on the % scale 0 is the no-effect control and ±100 the full control effect; nearly all actives have a fitted effect of over 45% in size; many of its hits are not listed in these tables
# * = called active by the depositor; i = inactive; ? = inconclusive; / = not tested or not shown; & = joins results of further samples; [ ] = dose if it differs, or a comment. Unless noted, the call rests on the fitted dose curve; in most records, active means well fitted curve in the direction sought with a large enough effect; inconclusive means small, poorly fitted or top-dose-only effect, or another doubt; inactive means no such curve, though single readings can be large; an effect the other way counts as inactive or inconclusive. Only part of the results is shown; the hit share may differ from the screen's.
molecule,CCT modulator,Mm-Cpn inhibitor,EPAC2 agonist,PTHR1 agonist,D3 ag,Akt phos inh,D3 antag,EPAC2 antag
O=C(Cn1c(NCCO)nc2ccccc21)Nc1ccc2c(c1)OCCCO2,0.8,-2%,7%,i,1,i,-14,4%
COc1ccc(-c2nc3c(Cl)cc(C(F)(F)F)cn3c2Cc2ccsc2)cc1OC,2.1,/,9%,-39%[inhibitor],-5,i,8,-22%
O=[N+]([O-])c1c(NCCO)cc(N2CCN(Cc3ccc4c(c3)OCO4)CC2)c2nonc12,1.8,0%,4%,i,-5,i,6,15%
CCc1c(C(=O)NC(C)C2CCCO2)csc1C (stereo not drawn),1.9,2%,4%,i,5,i,2,6%
COc1ccc(NC(=O)CSc2nnc(Cc3ccccc3)c(=O)n2N)cc1OC,0.4,-4%,-1%,i,3,i,20,3%
Cc1cc(C)c(C(=O)Nc2ccc3c(c2)OCCO3)c(C)c1,0.5,/,11%,-49%[inhibitor],1,i,21,-21%
CN(Cc1ccccc1)C1=CC(=[N+]2CCCC2)CC(C)(C)C1,-1.0,-1%,7%,-33%,5,i,-3,-2%
CCOc1ccccc1NC(=O)CCNC(=O)Cn1ccc2ccccc2c1=O,-1.3,0%,11%,i,1,i,4,3%
O=C(Nc1ccc2c(c1)oc1ccc(S(=O)(=O)N3CCCC3)cc12)C1CC1,1.8,0%,-5%,1%[57.5 µM],8,i,7,-4%
CCOc1ccccc1NC(=O)c1cc(SC)ccc1Cl,-1.8,-4%,23%,-10%,-5,i,-2,-9%
CN(C)CCNC(=O)c1cccc2c(-c3ccc(F)c(F)c3)coc12,-0.3,/,0%,i,-9,i,?,0%
CC1=CCC2COC(c3ccc[n+](Cc4ccccc4)c3)C1C2 (stereo not drawn),0.0,-2%,3%,i,-3,i,1,14%
CCC(C(=O)NCC1CCCO1)N(Cc1ccccc1)C(=O)CNS(=O)(=O)c1ccccc1 (stereo not drawn),-2.6,0%,4%,i,-6,i,7,0%
Cc1c(NC(=O)c2cc(=O)[nH]c(=O)[nH]2)c(=O)n(-c2ccccc2)n1C,-0.9,0%,-3%,i,-4,i,-19,4%
Cc1ccccc1NC(=O)C1CCCN(C(=O)Nc2ccc(F)cc2)C1 (stereo not drawn),-1.9,1%,7%,i,8,i,9,7%
CC(=O)Cc1nsc(NC(=O)c2csc3c2CCCC3)n1,0.2,-1%,7%,i,-8,-104%*,-11,-17%
COc1cc(C(=S)N2CCCC2)cc(OC)c1O,-1.2,-1%,0%,i,26,i,8,11%
C[C@@H]1Cn2cnc(C(=O)Nc3ccccc3)c2C(=O)N1,-0.3,/,4%,-12%,10,i,25,7%
COc1cc(CCC(=O)N2CCN(c3ccccc3Cl)CC2)cc(OC)c1OC,-0.5,1%,12%,i,6,i,-19,-4%
Cc1ccc(CONC(=O)c2ccccc2)cc1,0.5,0%,0%,i,5,i,8,-1%
O=C(CN1C(=O)COc2ccccc21)NCCN1CCOCC1,-1.7,0%,5%,i,2,i,-11,4%
CCCCC(=O)Nc1ccc(NC(=S)NC(=O)c2ccco2)cc1OC,1.1,-3%,13%,-5%,5,i,-4,-7%
CC(=O)OCC1(C)CN(c2ccccc2)NC1=O (stereo not drawn),-1.3,-2%,8%,i,-5,i,-19,-1%
CNC(=O)Oc1ccc2c(c1)[C@]1(C)CCN(C)[C@@H]1N2C,-2.6&-0.3,-2%&-1%,1%&7%,-18%,18&24&-15,i,22&0,5%&-1%
O=C(N/N=C/c1ccccn1)c1cccs1,-1.4,2%,11%,i,-6,i,-14,-2%
CC(C)(C)n1nc(-c2ccc(Cl)cc2)c2c(N)ncnc21,-2.7,1%,8%,-22%[57.5 µM],2,i,23,0%
COc1ccc(CCNC(=O)CCNS(=O)(=O)c2ccc3c(c2)CCN3C(C)=O)cc1OC,-0.2,1%,10%,-5%[57.5 µM],-4,i,-6,4%
COc1cccc(CNc2nc3cc(-c4ccc(F)cc4)sc3c(=O)n2C)c1,1.1,/,4%,i,12,i,36,1%
CCCc1cc(Nc2c(C)n(C)n(-c3ccccc3)c2=O)n2c(nc3ccccc32)c1C#N,-0.9,3%,2%,i,-4,i,?,-14%
Cc1ccc(S(=O)(=O)N2CCN(C)CC2)cc1,-0.1,0%,4%,i,-8,i,7,-3%

# Structures from the list above with an aryl thioether with sulfur outside any ring:
molecule,CCT modulator,Mm-Cpn inhibitor,EPAC2 agonist,PTHR1 agonist,D3 ag,Akt phos inh,D3 antag,EPAC2 antag
COc1ccc(NC(=O)CSc2nnc(Cc3ccccc3)c(=O)n2N)cc1OC,0.4,-4%,-1%,i,3,i,20,3%
CCOc1ccccc1NC(=O)c1cc(SC)ccc1Cl,-1.8,-4%,23%,-10%,-5,i,-2,-9%

# Record cards, as listed above. Screens in order: CCT modulator, Mm-Cpn inhibitor, EPAC2 agonist, PTHR1 agonist, D3 ag, Akt phos inh, D3 antag, EPAC2 antag
# Cc1ccc(S(=O)(=O)N2CCN(C)CC2)cc1 is listed with -0.1, 0%, 4%, i, -8, i, 7, -3%
# CN(C)CCNC(=O)c1cccc2c(-c3ccc(F)c(F)c3)coc12 is listed with -0.3, /, 0%, i, -9, i, ?, 0%

# Look-ups from above:
# For D3 ag, CC(=O)Cc1nsc(NC(=O)c2csc3c2CCCC3)n1 has -8
# For CCT modulator, COc1cc(C(=S)N2CCCC2)cc(OC)c1O has -1.2
# For Mm-Cpn inhibitor, CN(Cc1ccccc1)C1=CC(=[N+]2CCCC2)CC(C)(C)C1 has -1%
# For D3 ag, Cc1cc(C)c(C(=O)Nc2ccc3c(c2)OCCO3)c(C)c1 has 1

# (next part)
molecule,CCT modulator,Mm-Cpn inhibitor,EPAC2 agonist,PTHR1 agonist,D3 ag,Akt phos inh,D3 antag,EPAC2 antag
CCOc1cc2[nH]c(=S)n(Cc3ccc(C(=O)NCCOC)cc3)c(=O)c2cc1OCC,1.5,0%,-7%,-24%,0,?,6,1%
Cc1cc(CNC(=O)Cc2ccc(F)cc2)c2ccccc2n1,-1.9,-3%,1%,-18%,0,i,10,-7%
Cc1cc(N2CCC(C)CC2)nc(-c2ccccc2O)n1,0.9,?,9%,-40%[inhibitor],2,i,34,-16%
Cc1c(Cc2ccccc2)c(=O)oc2c(C)c(OC(C)C(=O)NCC3CCC(C(=O)O)CC3)ccc12 (stereo not drawn),-1.4,1%,8%,2%,8,i,14,11%
CC1CCCN(C(=O)CCNS(=O)(=O)c2ccc3c(c2)c(=O)n(C)c(=O)n3C)C1 (stereo not drawn),-0.9,2%,1%,i,2,i,-8,3%
COC(=O)c1ccc(Oc2nc(Nc3ccccc3)nc(N(C)C)n2)cc1,-1.5,2%,9%,-9%[57.5 µM],1,i,56,-7%[57.1 µM]
CCOC(=O)N1CCN(C(=O)COc2ccc3c(c2)C(=O)CC2(CCN(C(C)=O)CC2)O3)CC1,-1.8,-1%,2%,-44%,6,i,-9,-2%
Cc1nnc(SCC(=O)N2c3ccccc3C(C)(c3ccc(Cl)cc3)CC2(C)C)s1 (stereo not drawn),-0.4,-1%,16%,-10%,-13,i,?,2%
N#CC[n+]1cc(-c2ccc(Cl)cc2)n2c1CCC2,-2.1,0%,12%,-11%[57.5 µM],-13,i,5,-3%
Cc1nc(C(=O)NCc2ccccc2)sc1C1(C)CC(c2ccccc2)=NO1 (stereo not drawn),0.3,-1%,12%,-5%,-18,i,-50*,10%
Nc1nnc(/C=C/c2ccccc2)s1,-2.9,1%,7%,i,3,i,-7,0%
CCOC(=O)c1c(NC(=O)CC2Nc3cc(C)c(C)cc3NC2=O)sc(C)c1C (stereo not drawn),-1.3,?,14%,10%[57.5 µM],-6,i,-57*,10%
Cc1n[nH]c(=O)nc1NC(C)c1ccccc1 (stereo not drawn),0.1,1%,5%,-5%[57.5 µM],5,/,4,1%
CN1CCN(CCC(=O)N/N=C/c2ccccn2)CC1,2.3,2%,3%,i,-12,i,-9,0%
COc1ccc(CC(=O)Nc2cc(=O)n(C)c(=O)n2C)cc1OC,3.7,-1%,18%,i,6,i,-2,-3%
COc1ccc(CCN2C(=O)CC(N3CCN(C/C=C/c4ccccc4)CC3)C2=O)cc1OC (stereo not drawn),-0.9,0%,-1%,-22%,-7,i,0,0%
Cc1[nH][nH]c(=O)c1C(c1ccc(-c2ccccc2C(=O)O)o1)c1c(C)[nH][nH]c1=O,-5.5,-7%,0%,i,0,i,-3,15%
CC1(C(=O)Nc2cccc(C(F)(F)F)c2)Cc2c(-c3ccccc3)ccnc2O1 (stereo not drawn),1.3,/,-1%,-17%,-7,i,0,0%
CCOC(=O)c1cnn(CCOC(=O)C2CC2)c1NC(=O)C1CC1,0.5,0%,-2%,i,8,i,-99*,5%
Oc1ccccc1C=NC1=NN(c2cccc(C(F)(F)F)c2)CC1,0.8,-5%,4%,-20%[57.5 µM],2,i,-13,1%
N#CCC(=O)Nc1ccc(C(=O)OCC(=O)N2CCCC2=O)cc1,3.7,0%,2%,-9%,3,i,8,6%
Cc1ccc(OCC(=O)NNC(=O)C2CCC2)cc1C,2.5,1%,2%,?,4,i,-11,-2%
CC(=O)N1CCc2cc(S(=O)(=O)NCCC3=CCCCC3)ccc21,-1.2,/,-6%,-23%[57.5 µM],-15,i,25,-2%
COc1ccccc1N(C)S(=O)(=O)c1ccc(C(=O)Nc2nc(C)cs2)cc1,-2.4,-6%,21%,-41%[inhibitor],-2,i,7,-3%
C=CCCN(C1CCCC1)S(=O)(=O)c1ccccc1Br,0.1,0%,11%,3%,10,i,-12,-28%
CC1CCC(NC(=O)CCNC(=O)c2ccc(Br)cc2)CC1 (stereo not drawn),-1.5,0%,6%,-7%,-6,i,0,-5%
Nc1ccc(C(=O)N/N=C/c2cn(Cc3ccccc3F)c3ccccc23)cc1,0.9,1%,5%,-14%,1,i,-5,-22%
